# Compound activity deposited in PubChem by several laboratories.
# LEDGF integ inh = blocks HIV-1 LEDGF/p75-dependent DNA integration. inhibition, % at 3.7 µM. TR-FRET IN-LEDGF/p75 DNA integration, Eu/Cy5. 370,000 compounds, 0.64% hits;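 active means inhibition above the screen-wide mean plus 3 SD, cut at about 13% in these data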;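 further: signal is the Cy5 over europium emission ratio at 671 and 618 nm; 0% = plate median of compound wells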
# rCAG binder = r(CAG) repeat RNA binding; TO-PRO-1 dye displacement fluorescence; inhibition, % at 3 µM; 370,000 compounds, 1.3% hits;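 active means inhibition above the plate cutoff, the mean of all test compounds on that plate plus 3 SD, cut at about 35% in these data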;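 further: 0% = DMSO alone and 100% = 100 µM mitoxantrone as full dye displacement; higher means more dye released from RNA so lower well fluorescence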
# TCR CD3 inh = human TCR-CD3 binding inhibition | 360,000 compounds, 0.37% hits | TAMRA-labeled TCR probe fluorescence, biochemical | inhibition, % at 9.4 µM; in the data active means inhibition above about 19%;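 further: recombinant mutant TCR 2C K166C tagged with TAMRA read by polarization; 0% = receptor in buffer alone and 100% = receptor with positive control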
# PG9 Ab binder = binds the HIV-1 gp120 antibody PG9; 360,000 compounds, 0.43% hits; inhibition, % at 6.7 µM; TR-FRET gp120-PG9 antibody binding; in the data active means inhibition above about 8.5%
# PRMT1 FP inh = blocks human protein arginine methyltransferase 1. Q99873. recombinant PRMT1, activity-based probe fluorescence polarization. inhibition, % at 2.79 µM. 370,000 compounds, 1.3% hits. AID 652257;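 active means inhibition above about 21% made by adding two undisclosed values, limit read from the data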
# mABHD4 FP = inhibitors of mouse ABHD4 | purified mABHD4, FP-Rh probe fluorescence polarization | Q8VD66 | inhibition, % at 8.92 µM | 370,000 compounds, 0.54% hits;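 active means inhibition exceeding the mean over every tested compound plus 3 SD, cut at about 30% in these data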;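 further: 0% = plate median of compound wells and 100% = S159A mutant with DMSO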
# Target sequence (Q8VD66 whole entry, looked up): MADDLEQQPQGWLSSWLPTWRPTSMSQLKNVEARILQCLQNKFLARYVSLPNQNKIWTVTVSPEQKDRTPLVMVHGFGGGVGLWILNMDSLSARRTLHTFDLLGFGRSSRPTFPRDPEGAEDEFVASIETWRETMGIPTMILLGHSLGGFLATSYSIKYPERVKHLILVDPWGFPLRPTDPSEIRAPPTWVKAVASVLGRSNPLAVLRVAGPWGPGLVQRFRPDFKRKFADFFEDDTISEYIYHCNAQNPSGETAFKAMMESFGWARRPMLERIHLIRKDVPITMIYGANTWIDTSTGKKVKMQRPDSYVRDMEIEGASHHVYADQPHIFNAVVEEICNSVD
#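 Test system: mABHD4 protein; Read-out basis: % inhibition; Incubation: 45 min + 60 min at 25 °C; Repeats: single replicate; Technique: fluorescence polarization with parallel and perpendicular emission, 525/598 nm; Compound: 8.92 µM, single dose; Benchmarks: full inhibition S159A mutant plus DMSO, zero as sample-well median.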
# HTRA1 inhibitor = HTRA1 (human) protease inhibition; Q92743; recombinant HTRA1, FP-rhodamine activity-based probe, fluorescence polarization; inhibition, % at 5.96 µM; 340,000 compounds, 0.5% hits; AID 504803; in the data active means inhibition above about 36%;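 further: 0% = enzyme with DMSO and 100% = wells lacking enzyme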
# SIAE inh = human SIAE inhibition, primary screen; SIAE FP-Rh probe binding, fluorescence polarization; inhibition, % at 9.66 µM; 370,000 compounds, 0.69% hits;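 active means inhibition above a cutoff: mean of compounds within the control limits plus 3 SD of those, cut at about 17% in these data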;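 further: 0% = plate median of compound wells and 100% = probe without SIAE protein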
# Target sequence (Q9HAT2 whole entry, looked up): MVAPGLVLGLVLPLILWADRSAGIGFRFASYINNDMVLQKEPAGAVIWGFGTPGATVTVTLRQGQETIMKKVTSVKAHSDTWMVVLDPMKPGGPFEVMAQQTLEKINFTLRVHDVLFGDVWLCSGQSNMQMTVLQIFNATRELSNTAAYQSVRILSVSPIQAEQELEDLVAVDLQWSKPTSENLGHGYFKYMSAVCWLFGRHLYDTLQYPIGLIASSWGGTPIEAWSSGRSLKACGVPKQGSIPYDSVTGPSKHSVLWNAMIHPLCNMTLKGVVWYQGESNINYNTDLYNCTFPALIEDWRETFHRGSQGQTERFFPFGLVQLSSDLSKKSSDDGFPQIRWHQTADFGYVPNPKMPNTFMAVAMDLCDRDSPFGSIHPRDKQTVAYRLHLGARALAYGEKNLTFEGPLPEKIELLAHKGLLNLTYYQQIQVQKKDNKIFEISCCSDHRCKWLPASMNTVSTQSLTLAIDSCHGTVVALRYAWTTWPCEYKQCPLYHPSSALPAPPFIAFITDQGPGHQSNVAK
# TDP2 inh = TDP2 (human) inhibition, absorbance primary screen. 370,000 compounds, 0.34% hits. O95551. inhibition, % at 12.8 µM. recombinant TDP2, T5PNP hydrolysis, p-nitrophenol absorbance 415 nm;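 active means inhibition above the mean of all tested compounds plus 3 SD, set per campaign, cut at about 25% in these data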;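 further: 0% = DMSO with enzyme and 100% = buffer with substrate but no TDP2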
#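 Material: recombinant human TDP2; quantity: TDP2 enzyme at 120 nM final; medium: Tris-HCl pH 7.5 with MgCl2; compound: single concentration, 12.8 µM nominal, with 1% DMSO; incubation: 2 h enzyme incubation at 37 °C; signal: epi absorbance; measure: percent inhibition; benchmarks: high control without enzyme, low control DMSO plus TDP2; repeats: singlicate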
# NR1D1 modulator = Rev-erb alpha (human) modulation; AID 1259318; activity, % at 10 µM; P20393; 370,000 compounds, 0.79% hits; Rev-erbα–FITC-DNA binding, fluorescence polarization, 90 min;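 active means activity above about 14%, limit read from the data; passing the limit was not always enough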;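 further: 0% = DMSO wells with 35 nM protein and 100% = DMSO wells with 750 nM protein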
# * hit, by the source's call; . = no result given; & = joins results of further samples. This is a subset, so the mix of outcomes need not match the whole.
SMILES,LEDGF integ inh,rCAG binder,TCR CD3 inh,PG9 Ab binder,PRMT1 FP inh,mABHD4 FP,HTRA1 inhibitor,SIAE inh,TDP2 inh,NR1D1 modulator
O=C(NCc1ccc(Cl)cc1)c1cc([N+](=O)[O-])ccc1Cl,1.0,0.5,2.1,-1.1,-1.6,0.0,-3.3,-1.8,-6.4,3.3
N#Cc1ccc(NC(=O)N2CCC(c3nc4c(nnn4Cc4cccc(Cl)c4)c(=O)[nH]3)CC2)cc1,0.7,8.4,2.3,0.0,-3.3,-2.5,-27.1,-7.3,-4.9,-2.5
Cc1ccc(CNC(=O)c2ccc(CS(=O)(=O)c3ccccc3)o2)cc1,-0.4,-1.3,2.1,1.2,0.2,4.7,-5.8,2.5,6.3,3.5
CC(C)C[C@H](NC1(C(=O)NCCc2c[nH]c3ccccc23)CCOCC1)C(=O)NCCCc1ccccc1,-5.9,.,.,.,2.8,-5.2,.,3.4,4.0,5.3
COC(=O)c1cc(OC)c(OC)cc1NC(=O)CCCCCN1C(=O)CCC1=O,-1.4,-3.5,1.7,-1.8,-0.2,-2.6,0.7,2.3,-4.7,-1.4
CCN(C(=O)c1ccc(S(=O)(=O)N2CCCC2)cc1)C1CCS(=O)(=O)C1 (stereo unspecified),0.9,1.4,2.7,0.1,-1.2,1.3,-2.8,-12.9,0.0,7.6
CCC(C)C(NS(=O)(=O)c1ccc(C)cc1)C(=O)N1CCOCCOCCOCC1 (stereo unspecified),-1.2,-6.6,-2.2,0.8,0.1,-6.6,-20.5,4.9,2.6,-3.3
CC(=O)N1CC=CC1(CC(C)C)C(=O)NCCc1c[nH]c2ccccc12 (stereo unspecified),-3.8,-5.2,7.2,-0.7,-0.6,3.6,-3.5,7.0,4.8,-5.7
O=C(Nc1ccc2c(c1)OCCO2)c1cc2sccc2n1Cc1ccc(F)cc1,-0.5,9.7,6.6,0.7,0.3,-12.1,-19.8,-7.4,3.0,10.2
COc1ccc(N2C(=O)N3[C@@H]4c5ccccc5OC[C@@H]4[C@@H](c4ccccc4)[C@@]3(C)C2=O)cc1,0.5,0.4,0.9,1.6,0.2,-14.1,-32.8,-3.5,2.0,-2.8
CCOC(=O)C(Cc1ccccc1)C(=O)c1ccco1 (stereo unspecified),2.1,-2.5,0.0,-3.7,-1.1,8.1,-9.0,-0.2,-0.5,0.5
COc1ccccc1NC(=O)N(C)C[C@@H]1OCc2cnnn2CCCC(=O)N([C@@H](C)CO)C[C@H]1C,3.5,1.4,-2.8,-0.9,-1.1,-14.8,-2.7,-16.3,-17.9,-0.5
CCN(CC)CC#CCOC(=O)C(O)(c1ccccc1)C1CCCCC1 (stereo unspecified),-0.8,-1.3,1.6,-0.3,3.2,-14.2,-2.5,3.9,-8.6,-3.1&1.9
O=C(CSc1nnc(-c2ccccn2)n1-c1ccc(Cl)cc1)Nc1ccc2c(c1)OCO2,3.4,7.2,-7.2,6.6,-2.8,-3.8,7.1,3.5,-18.7,-0.8
O=C(c1ccccc1)c1cn[nH]c1-c1ccccc1O,-0.1,2.0,5.1,0.0,-0.6,-1.3,-4.8,-3.6,0.8,0.3
O=C(CSc1nc2ccccc2nc1N1CCCCC1)N1CCN(c2ccccc2)CC1,2.2,5.7,1.3,-1.9,0.1,-1.2,-20.0,-0.3,-8.0,5.8
CN(CC(=O)Nc1ccccc1Br)C(=O)CNC(=O)c1ccco1,-4.7,-4.0,-9.7,2.1,4.1,2.3,-2.0,0.4,10.3,7.7
O=C(CCCOc1ccc(Cl)cc1Cl)NN1CCOCC1,-2.8,-5.2,4.8,-1.9,-4.4,1.1,2.5,1.7,0.0,-5.5
COC(=O)CSc1nc2cc(C)cc(C)c2cc1C#N,-4.6,1.7,7.1,-2.5,0.4,-0.1,0.8,-3.9,-3.7,1.1
COc1ccccc1CNC(=O)c1cccc(C)c1[N+](=O)[O-],1.3,0.4,4.8,-1.9,-1.7,0.2,4.5,3.1,-2.2,-5.2
CCOC(=O)C1=NN(C(=O)c2ccccc2)C(O)(c2ccc(C)cc2)C1 (stereo unspecified),-1.2,3.7,-2.9,-2.7,4.1,17.8,31.6,2.7,-0.7,3.7
O=C(NCC1CCCO1)C(c1ccncc1)N(Cc1cccs1)C(=O)CN1C(=O)c2ccccc2S1(=O)=O (stereo unspecified),-2.3,-1.6,-3.1,-1.6,3.8,-0.3,-6.6,-5.4,-2.4,-4.4
O=C1N2CCSC2=NC1(NS(=O)(=O)c1ccccc1)C(F)(F)F (stereo unspecified),-1.7,4.3,-1.6,-0.5,2.9,3.2,-0.3,-2.9,-12.8,1.0
CCCCNC(=O)c1nc(C2CCN(S(=O)(=O)c3ccccc3)CC2)oc1-c1cccc(C(F)(F)F)c1,2.6,-1.2,-8.4,-1.2,0.9,4.6,.,2.0,8.3,2.6
Clc1ncc(CN2CCN(c3ccccc3)CC2)s1,-0.8,-3.1,-1.8,-2.0,-1.4,-3.7,3.4,-5.0,0.8,2.2
Cc1cc(C(=O)N2CCC(Cc3ccccc3)CC2)c(C)o1,1.9,-5.4,4.4,-0.8,-0.1,-0.9,-1.9,-3.0,8.9,-5.6
O=C(O)CCNS(=O)(=O)c1ccc(Oc2ccccc2)cc1,-0.1,3.2,-12.1,2.6,0.8,-5.2,-0.9,7.5,-4.5,2.0
Cc1onc(-c2ccccc2Cl)c1C(=O)N(Cc1ccccc1)C(C)C,-1.5,-1.1,6.7,0.7,-0.1,-3.2,-5.7,-4.7,-8.1,-0.3
O=C1CC(c2ccccc2)N1c1ccccc1 (stereo unspecified),-1.2,-0.2,4.7,1.5,-3.6,4.1,-3.3,-2.0,2.1,-2.8
O=C(COC(=O)c1cccc(S(=O)(=O)N2CCc3ccccc32)c1)NCc1ccco1,-1.6,2.3,3.5,0.4,2.9,-5.3,-4.9,-3.5,15.5,-2.7
O=C1Nc2ccccc2-n2nnnc2C1N1CCN(c2ccccn2)CC1 (stereo unspecified),1.6,3.2,8.5,0.7,1.2,3.2,.,5.1,-2.5,0.6
Cc1[nH]n(-c2ccc(Cl)c(Cl)c2)c(=O)c1CCO,-0.9,1.1,5.3,-1.6,1.4,-19.1,-11.7,0.4,4.5,5.1
CC1CCCN(S(=O)(=O)c2cccc3nonc23)C1 (stereo unspecified),-1.7,-1.3,-4.1,-1.1,2.8,7.9,-1.4,5.0,1.7,2.1
CCn1c(=O)c2ccccc2n2c(SCC(=O)N3CCc4ccccc4C3)nnc12,-0.1,-2.9,2.9,0.6,0.7,4.3,1.5,0.7,10.4,-1.7
O=C(NCc1ccncc1)Nc1cc(Cl)ccc1Cl,-2.3,-1.2,-2.7,0.3,0.6,-6.2,-1.9,-4.1,-6.0,-5.3
Cc1ccc(NC(=O)N(Cc2cc3cc(C)cc(C)c3[nH]c2=O)CC2COCCO2)cc1 (stereo unspecified),-3.0,-2.5,1.2,1.3,-2.5,5.0,-4.4,6.8,5.7,-0.9
Cc1cc(C)n(CCOC(=O)c2sc3ccccc3c2Cl)n1,-3.4,-4.9,-7.1,-0.9,-1.3,-12.4,-20.0,-1.1,1.6,1.7
Cn1nnc2cc(C(=O)NC3CC3)ccc21,0.4,1.0,3.4,0.0,1.6,3.2,-2.8,3.9,1.6,-1.8
Cn1c(C(=O)NCCCN2CCCCCC2)cc2c(=O)n(C)c3ccccc3c21,-1.5,12.1,-6.3,0.2,0.9,-12.6,11.5,0.4,-6.4,-19.5
O=C(c1cccnc1Cl)N1CCOCC1,0.1,0.6,-4.5,-2.9,-4.9,-7.4,4.1,-8.7,-23.1,0.2
CCN1C(=NCCOC)N[C@@H](c2ccccc2)[C@H](C(=O)OC)[C@H]1C,0.8,2.2,-7.3,1.3,1.3,-12.2,4.5,-3.3,-0.7,-5.8
C=CCNc1nc(C(=O)OCC(=O)c2cccc(Br)c2)cs1,-2.2,26.3,4.5,-0.1,1.0,9.3,-20.8,-14.2,-4.8,3.4
Cc1c(C(=O)Nc2ccc3c(c2)OCCO3)cnn1C,-0.3,0.9,-2.5,-0.5,-4.4,2.9,-3.5,0.0,7.1,0.6
Cc1nn(-c2ccccc2)c(C)c1/C=C/C(=O)OCC(=O)Nc1ncc(Cl)cc1Cl,-0.1,6.8,3.5,0.3,7.6,0.6,-2.2,-2.3,-8.1,5.8
CCCCc1c(-c2ccccc2OC)ncn1Cc1ccccc1,2.2,-1.6,-1.4,0.1,-0.2,13.3,.,2.9,-0.1,0.6

# Fetched by structure from the list above (4):
SMILES,LEDGF integ inh,rCAG binder,TCR CD3 inh,PG9 Ab binder,PRMT1 FP inh,mABHD4 FP,HTRA1 inhibitor,SIAE inh,TDP2 inh,NR1D1 modulator
Cn1c(C(=O)NCCCN2CCCCCC2)cc2c(=O)n(C)c3ccccc3c21,-1.5,12.1,-6.3,0.2,0.9,-12.6,11.5,0.4,-6.4,-19.5
CCN1C(=NCCOC)N[C@@H](c2ccccc2)[C@H](C(=O)OC)[C@H]1C,0.8,2.2,-7.3,1.3,1.3,-12.2,4.5,-3.3,-0.7,-5.8
Cc1cc(C)n(CCOC(=O)c2sc3ccccc3c2Cl)n1,-3.4,-4.9,-7.1,-0.9,-1.3,-12.4,-20.0,-1.1,1.6,1.7
O=C(NCc1ccncc1)Nc1cc(Cl)ccc1Cl,-2.3,-1.2,-2.7,0.3,0.6,-6.2,-1.9,-4.1,-6.0,-5.3

# Next part
SMILES,LEDGF integ inh,rCAG binder,TCR CD3 inh,PG9 Ab binder,PRMT1 FP inh,mABHD4 FP,HTRA1 inhibitor,SIAE inh,TDP2 inh,NR1D1 modulator
CN(C(=O)COC(=O)c1ccc2c(c1)OCO2)C1CCCCC1,2.2,0.0,-4.7,0.6,-3.3,1.8,0.9,-1.4,-8.5,5.8
CN(C(=O)Nc1ccc(Cl)cc1)c1c2c(nn1C)CCCC2,-1.7,-3.3,3.6,-1.6,0.7,5.8,-5.4,-1.0,3.5,-5.3
O=C(CCC(=O)N(CC(=O)NC1CCCCC1)c1ccccc1F)Nc1nccs1,-1.7,-6.3,-4.2,-0.9,-3.0,1.4,1.9,1.4,5.1,1.5
O=C(Cn1nc(C(F)(F)F)c2c1CCC2)NCc1ccc(F)cc1,1.6,-4.0,2.8,-1.7,0.9,-6.4,-0.6,-0.1,6.5,7.7
O=C(Cc1ccc(Br)cc1)N1CCOCC1,0.7,-1.7,0.8,-3.4,1.1,-1.0,5.9,5.2,-11.9,-2.1
Cc1ccc([C@H]2C[C@@H](O)[C@H](n3cc(COC(=O)c4ccccc4)nn3)CN2Cc2cccs2)cc1,1.6,4.6,1.9,-0.6,-4.7,-0.8,-22.0,-3.9,-9.1,-4.1
NC(=O)c1ccsc1NC(=O)COC(=O)CSc1ccc(Cl)cc1,0.7,3.5,4.6,-0.6,-2.9,5.6,-12.4,-5.6,-2.2,0.3
CC(C)(C)NC(=O)CSc1nc2scc(-c3ccccc3)c2c(=O)[nH]1,2.2,12.7,1.9,3.0,-1.6,-5.7,-7.1,5.0,4.5,-4.0
